# Source: PubChem
# Ba/F3 V617F tox: reduced viability of JAK2V617F-dependent Ba/F3 cells, primary screen, JAK2V617F inhibitor project, cell-based, Ba/F3 EpoR-JAK2V617F, luminescence; ATP luminescence; inhibition, % at 5.6 µM; 1.1% of 220,000 active; AID 1446, 2008;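 active = inhibition above the campaign mean plus 3 SD over all tested compounds, cut at about 24% in these data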;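 also: cytokine-independent growth of Ba/F3 cells driven by EpoR plus mutant JAK2; 0% = DMSO-treated cells and 100% = JAK inhibitor I control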
# S1P4 agonist: S1P4 receptor agonists, primary screen, cell-based; S1P4-expressing cell line, agonist reporter assay; activation, % at 4.98 µM; 0.35% of 220,000 active; AID 1509, 2009; in the data active = activation above about 11%;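 also: 0% = DMSO vehicle and 100% = reference agonist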
# Target sequence (O95977 whole entry, looked up): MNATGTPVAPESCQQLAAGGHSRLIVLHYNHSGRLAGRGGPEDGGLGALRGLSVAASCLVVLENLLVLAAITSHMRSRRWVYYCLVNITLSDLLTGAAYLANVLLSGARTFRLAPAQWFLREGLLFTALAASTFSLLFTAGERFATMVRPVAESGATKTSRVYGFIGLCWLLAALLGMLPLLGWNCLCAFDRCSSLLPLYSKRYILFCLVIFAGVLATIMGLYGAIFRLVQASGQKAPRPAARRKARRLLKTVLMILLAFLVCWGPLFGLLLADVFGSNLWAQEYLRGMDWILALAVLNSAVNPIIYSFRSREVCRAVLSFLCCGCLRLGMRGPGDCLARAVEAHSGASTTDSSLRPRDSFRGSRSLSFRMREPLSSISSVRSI
# RBBP9 inhibitor: human RBBP9 inhibitors, primary screen, biochemical, fluorescence polarization, FP-Rh probe, HTS. Serine hydrolase RBBP9 (Homo sapiens), O75884. recombinant RBBP9. inhibition, % at 7.94 µM. 0.2% of 220,000 active. AID 1515, 2009;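 active = inhibition above the campaign mean of all tested compounds plus 3 SD, cut at about 14% in these data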;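 also: plate controls were DMSO wells with RBBP9 for no effect and wells lacking RBBP9 protein for full effect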
# Target sequence (O75884 whole entry, looked up): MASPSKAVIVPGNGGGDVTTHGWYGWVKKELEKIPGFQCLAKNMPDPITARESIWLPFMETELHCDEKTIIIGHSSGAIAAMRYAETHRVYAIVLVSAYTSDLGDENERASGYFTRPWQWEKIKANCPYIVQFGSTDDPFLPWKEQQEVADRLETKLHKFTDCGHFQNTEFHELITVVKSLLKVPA
#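 Assay system: recombinant human RBBP9; Reagent: Serine-hydrolase probe FP-Rh, 375 nM pre-mixing; Doses: 7.94 µM single dose, 0.794% DMSO; Incubation: 30 min then 45 min, 25 °C; Detection: fluorescence polarization (mP), excitation 525 nm, emission 598 nm; Evaluation: percent inhibition from mP, scaled between DMSO and no-protein wells.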
# NPY-Y2 PAM-ag: NPY-Y2 potentiators or agonists, primary screen, cell-based | Neuropeptide Y receptor type 2 (Homo sapiens), P49146 | cells expressing NPY-Y2, potentiator/agonist read-out | activation, % at 3.6 µM | 0.45% of 220,000 active; in the data active = activation above about 27%;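 also: cells stimulated with NPY near EC25 plus isoproterenol at EC100; 0% = vehicle plus submaximal agonist and 100% = vehicle plus saturating agonist; some results beyond the cut were filed as inactive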
# BaF3 tox: parental Ba/F3 cell viability inhibition, counter-screen for JAK2V617F inhibitor project, murine pro-B, CellTiter-Glo luminescence. CellTiter-Glo ATP luminescence. inhibition, % at 5.6 µM. 1.1% of 220,000 active;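 active = inhibition above a per-campaign cutoff, the mean inhibition of all tested compounds plus 3 SD, cut at about 27% in these data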;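 also: 0% = DMSO wells and 100% = JAK Inhibitor I control wells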
# NPY Y1 blocker: NPY-Y1 receptor antagonists, primary screen, cell-based; HEK293-CNG Y1 cells, membrane potential fluorescence; NPY at EC95, then isoproterenol; inhibition, % at 3.6 µM; 1% of 200,000 active; AID 1040, 2008;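 active = inhibition above the campaign mean inhibition of all tested compounds plus 3 SD, cut at about 20% in these data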;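 also: 0% = DMSO wells given NPY plus isoproterenol and 100% = isoproterenol alone without NPY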
# Target sequence (P25929 whole entry, looked up): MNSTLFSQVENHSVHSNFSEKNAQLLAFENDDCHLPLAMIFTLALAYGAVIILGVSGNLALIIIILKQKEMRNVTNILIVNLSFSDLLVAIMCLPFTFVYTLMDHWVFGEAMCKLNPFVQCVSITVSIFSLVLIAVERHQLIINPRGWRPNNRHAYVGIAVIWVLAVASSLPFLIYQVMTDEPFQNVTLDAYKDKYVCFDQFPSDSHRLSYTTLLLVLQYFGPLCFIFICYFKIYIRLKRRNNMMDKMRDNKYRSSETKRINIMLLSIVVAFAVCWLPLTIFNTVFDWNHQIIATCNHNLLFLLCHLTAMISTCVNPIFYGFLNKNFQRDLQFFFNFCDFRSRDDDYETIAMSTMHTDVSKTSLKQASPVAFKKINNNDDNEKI
#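 Test system: HEK293 cells co-expressing NPY Y1 receptor and cyclic-nucleotide gated channel; Also added: NPY (25 nM), isoproterenol (1 µM), Ro 20-1724 (25 µM); Compound dosing: one concentration, 3.6 µM, in 0.4% DMSO; Timing: dye 3 h, compound 60 min room temperature, stimulation 45 min; Technique: Membrane-potential fluorescent dye readout.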
# S1P4 antagonist: S1P4 receptor antagonists, primary screen, cell-based; Sphingosine 1-phosphate receptor 4 (Homo sapiens), O95977; S1P4-expressing cells, antagonist mode, reporter read-out; inhibition, % at 4.98 µM; 0.26% of 220,000 active; AID 1510, 2009; in the data active = inhibition above about 29%;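 also: 0% = wells stimulated with agonist and 100% = vehicle wells without agonist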
# NPY-Y1 PAM-ag: NPY-Y1 receptor potentiators or agonists, primary screen, cell-based; Neuropeptide Y receptor type 1 (Homo sapiens), P25929; NPY-Y1 expressing cells, potentiator/agonist activation; activation, % at 3.6 µM; 0.37% of 220,000 active; AID 1304, 2008; in the data active = activation above about 33%, passing the limit was not always enough;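 also: cells stimulated with NPY at EC10 then isoproterenol at EC100; 0% = low agonist plus stimulus and 100% = saturating agonist plus stimulus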
# Runt-CBFb FRET: inhibitors of RUNX1 Runt–CBFb binding, primary screen, biochemical, FRET, Cerulean-Runt, Venus-CBFb, uHTS | Cerulean-Runt/Venus-CBFb FRET ratio 530/480, 1 h | 0.46% of 220,000 active | Runt-related transcription factor 1 (Homo sapiens) + Core-binding factor subunit beta … | inhibition, % at 20 µM;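 active = inhibition over about 50% at 20 µM in the single-dose screen, limit read from the data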;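 also: 0% = DMSO wells and 100% = excess unlabeled CBFb competitor control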
#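 Assay system: Cerulean-tagged RUNX1 Runt domain (FRET donor) fusion protein / Amount: 100 nM each of Venus-CBFb and Cerulean-Runt domain / Medium: Tris buffer pH 7.5 with salts and BSA / Also added: Venus-CBFb 100 nM / Schedule: 1 h complex formation plus 1 h compound treatment, room temperature / Signal: FRET fluorescence / Read-out: loss of energy transfer signal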
# Active calls of the source: *; . = not tested or not shown.
SMILES,Ba/F3 V617F tox,S1P4 agonist,RBBP9 inhibitor,NPY-Y2 PAM-ag,BaF3 tox,NPY Y1 blocker,S1P4 antagonist,NPY-Y1 PAM-ag,Runt-CBFb FRET
COc1ccccc1NC(=O)CS(=O)(=O)c1cccc2nsnc12,-3,0.5,-4,2,2,5,0,11,0
Cc1cccc(-n2c(Cc3ccccc3)nnc2SCC(=O)N2CCOCC2)c1,-4,1.8,1,4,0,-4,-3,3,-2
O=C(c1ccccc1)N1CCC(O)(c2ccc3c(c2)OCO3)CC1,-1,1.4,2,7,2,2,10,-11,0
COc1ccc(S(=O)(=O)Nc2cc(C(C)C)c(O)cc2C)cc1,-5,2.6,1,16,-1,-4,-11,-1,-1
COc1cc(CN(C2CCCCC2)S(=O)(=O)c2ccc(S(=O)(=O)N(C)C3CCCCC3)cc2)cc(OC)c1OC,1,0.5,-6,6,7,0,-20,-8,-1
CC(C)N(Cc1ccccc1)C(=O)COC(=O)c1cnccn1,-3,1.6,-6,2,4,-6,-15,5,2
COC(=O)c1ccc(NC(=O)CCNS(=O)(=O)c2cccc3nonc23)cc1,3,-0.4,-11,6,1,-2,-24,2,-1
CC(/C=N/NC(=O)c1ccc2nc(C)[nH]c2c1)=C\c1ccccc1,-1,-0.8,2,3,7,-4,-6,2,-2
CCc1ccc(-n2cc(-c3ccc(F)cc3)[n+]3c2SCCC3)cc1,83*,0.5,-3,0,74*,8,-3,-7,1
Cc1cc(C)c(Cn2c(=O)n(CCCC(=O)NCc3ccco3)c(=O)c3sccc32)c(C)c1,-5,0.0,-4,9,0,8,-9,-19,-3
NNC(=S)Nc1ccc(OC(F)(F)F)cc1,-3,-0.8,8,-7,4,.,12,-37,11
CCC1(C)Cc2c(sc3nnn(CC(=O)Nc4cccc5ccccc45)c(=O)c23)CO1 (centres undefined),0,1.5,-10,-19,1,0,-11,1,3
Cc1cccc(NC(=O)c2cc([N+](=O)[O-])ccc2Cl)c1O,-2,-0.2,2,9,3,-4,-18,14,0
CN(C)CCCN(C(=O)COc1ccccc1)c1nc2c(Cl)cccc2s1,4,4.4,1,-3,7,5,5,-14,-1
COc1ccc(OC)c(-n2c(-c3ccc(S(C)(=O)=O)cc3)cc(C=O)c2C)c1,-2,0.4,-5,-1,0,2,-5,13,-1
CO/N=C/c1ccc(Oc2ccc([N+](=O)[O-])cc2[N+](=O)[O-])c(OC)c1,0,3.9,-10,-8,4,7,9,-34,4
CCOC(=O)N1CCC(NS(=O)(=O)c2ccc(C)c(Cl)c2)CC1,-4,-0.3,4,6,3,.,-2,13,-2
O=C(COc1ncnc2sccc12)N1CCN(c2ccccc2)CC1,4,1.4,-9,-3,0,.,5,2,2
CCC(C)NC(=O)c1nc2c(nnn2Cc2ccccc2Cl)c(=O)[nH]1 (centres undefined),1,0.3,0,-25,4,8,10,-20,0
CC1(C)COC(Cn2c3ccccc3c3ccccc32)O1 (centres undefined),2,0.0,-9,-30,0,.,-13,0,-2
c1ccc(CCNc2ncnc3nc[nH]c23)cc1,1,2.0,-6,-9,8,-5,-35,4,0
O=C(NC1CCCCC1)C(c1ccncc1)N(Cc1ccc2c(c1)OCO2)C(=O)c1cnsn1 (centres undefined),0,2.1,-4,-7,4,25*,1,-24,-2
O=C(c1cc2cc(C(F)(F)F)ccc2s1)N1CCOCC1,-3,-0.6,-3,0,-1,8,-1,-16,-3
CC(C)CCN1CCC(N)=NC1=O,1,-1.6,-5,5,4,-4,-7,3,1
COc1ccc(CSCC(=O)Nc2ccccc2SC)cc1,-5,1.4,-2,3,1,10,9,-9,0
COc1ccc(NC(=O)Cc2coc3ccc4ccccc4c23)cc1S(=O)(=O)N1CCOCC1,-1,-0.6,-12,19,6,-3,-4,-8,-4
O=C(CCCCl)OCc1cn(-c2ccc(Cl)cc2)nn1,-1,4.6,0,3,6,8,-29,0,-1
CCCCOc1ccc(-c2ncc([N+](=O)[O-])cn2)cc1,-4,1.6,-6,-13,-2,.,6,9,5
COc1cccc(N2CC(C(=O)Oc3ccc4ccccc4c3)CC2=O)c1 (centres undefined),-2,-0.6,-5,-1,5,5,2,1,1
Cc1cc(C)nc(NS(=O)(=O)c2ccc(NC(=O)C3(c4ccccc4)CCCC3)cc2)n1,-4,-1.4,3,9,-1,-2,-20,8,-2
COc1ccc(N=Nc2c(N)n[nH]c2N)cc1,-2,-2.8,0,-12,-4,.,-3,28,1
Cc1cc(C(F)F)n2nc(C(=O)Nc3cccnc3Cl)nc2n1,-4,-2.8,-7,6,95*,-3,-20,8,-1
O=C1CC(N2CCC(c3nc4ccccc4[nH]3)CC2)C(=O)N1c1ccccc1F (centres undefined),0,0.7,2,1,3,2,5,19,0
COc1ccccc1CNC(=O)COC(=O)[C@H](Cc1c[nH]c2ccccc12)NC(=O)c1cccs1,-2,4.2,2,-2,2,-2,-2,-19,1
CC(=O)C(Cc1ccc(Cl)nc1)Cc1ccc(Cl)nc1,-1,0.8,-5,-12,11,-3,-7,9,0
COc1ccc(Nc2nnc(SCc3cc(=O)n4ccsc4n3)s2)cc1,1,-1.3,-1,10,9,-2,-11,-5,14
CC(/C=C/c1ccco1)=N/NC(=O)CNc1ccccc1C,3,-0.4,-1,-8,6,-2,6,-8,.
CCCCCC(=O)Nc1ccc(C(=O)N/N=C/c2ccc([N+](=O)[O-])cc2)cc1,1,-1.6,3,2,6,6,-7,2,-2
COc1cccc(OCc2nnc(SC)n2C)c1,0,-0.1,-5,7,3,-3,4,7,2
O=C(C1c2ccccc2C(=O)N2CCc3ccccc3C12)N1CCN(Cc2ccccc2)CC1 (centres undefined),-2,0.9,0,-1,3,22*,-9,6,0
CCS(=O)(=O)N1Cc2ccccc2CC1C(=O)Nc1nc2ccc(C)cc2s1 (centres undefined),-1,0.3,-10,31*,8,-9,-29,46*,-3
O=C(Nc1ccccc1)N(CCCN1CCOCC1)Cc1cc2cc3c(cc2[nH]c1=O)OCCO3,2,0.4,5,6,5,-5,-8,2,-2
Cc1cccc(C)c1NC(=S)N1CCC(c2ccccc2)C1 (centres undefined),0,0.5,2,8,5,-1,12,15,0
O=C(CCSc1ccccc1Cl)Nc1cccc([N+](=O)[O-])c1,-2,2.4,-8,5,4,1,-11,5,-1
COc1ccc(CNC(=O)CS(=O)Cc2nc(-c3ccccc3C)oc2C)cc1 (centres undefined),-3,1.4,-9,6,1,3,-17,-15,3
COc1ccc(-n2nnnc2SCC(=O)N2CCOCC2)cc1,-2,-0.4,-2,2,3,-6,-9,2,0
Cc1ccc(S(=O)(=O)c2c(N)n(CCCN(C)C)c3nc4ccccc4nc23)cc1,-1,2.5,-4,6,6,.,-24,17,8
COc1cccc(/C=N/NC(=O)c2cc3cc([N+](=O)[O-])ccc3s2)c1O,-4,-0.1,-4,-3,0,10,-10,-24,-3
CC(C)C[C@H](NC(=O)Nc1ccc(Oc2ccccc2)cc1)C(=O)O,1,0.5,-3,-4,2,7,6,-12,0
CCN(CC)C(=O)c1ccc(COc2ccccc2Cl)cc1,-7,-1.4,6,5,3,2,-4,-6,2
COCCNC(=O)C(C)N(c1ccc(Oc2ccccc2)cc1)S(C)(=O)=O (centres undefined),-1,1.1,-11,19,4,6,-8,14,1
CC1CCCC/C1=N/Nc1ccc([N+](=O)[O-])cc1[N+](=O)[O-] (centres undefined),4,-0.1,-11,-13,3,-5,7,-12,0
Cn1c(CCc2nc3ccccc3[nH]2)n[nH]c1=S,-2,-0.3,-6,12,3,-7,6,14,3
COc1ccc(NC(=O)c2sc(N)nc2-c2ccccc2)cc1,-1,2.4,-5,-1,9,0,-33,1,0
Cc1ccc(N/C=C/C(=O)c2cccs2)cc1C,4,-1.4,0,-8,9,7,-4,-29,-6
COc1ccc2cnnc(SCC(=O)Nc3ccc(C(=O)O)cc3)c2c1OC,5,-0.2,-11,-10,4,2,-6,-2,1
O=c1c2c3nc4ccccc4nc3n(/N=C/c3ccccn3)c2ncn1-c1ccccc1,1,0.2,-6,5,-3,.,10,1,-3
O=C1c2ccccc2C(=O)N1c1ccc(Cl)cc1,5,2.6,-5,-15,11,-5,-8,-9,3
CCOC(=O)C1=C(C)N=c2s/c(=C\c3cccn3C)c(=O)n2C1c1cccc(OC)c1OC (centres undefined),-5,-1.7,-4,0,96*,8,-13,6,-44
O=C(/C=C/c1ccccc1)NC(=S)NNC(=O)Cc1cccs1,-4,-0.3,-4,8,-1,5,0,-1,8

# Next part:
SMILES,Ba/F3 V617F tox,S1P4 agonist,RBBP9 inhibitor,NPY-Y2 PAM-ag,BaF3 tox,NPY Y1 blocker,S1P4 antagonist,NPY-Y1 PAM-ag,Runt-CBFb FRET
COC(=O)c1ccc(COC(=O)c2ccc(CO)cc2)o1,3,-0.5,-12,-3,4,4,0,-17,-3
O=C(NC(=O)c1ccccc1)OCCN1C(=O)c2ccccc2C1=O,0,1.2,-7,3,5,-2,-4,-28,-3
CCOc1ccc(C2c3c(oc4ccccc4c3=O)C(=O)N2CCCN2CCOCC2)cc1 (centres undefined),-3,0.5,6,4,3,2,-12,16,2
O=C(CCCOc1ccc(Cl)cc1Cl)NCC1CCCO1 (centres undefined),-5,0.1,2,19,3,0,-17,-20,-2
C/C(=C/C(=O)Nc1cccc(F)c1)N1CCCC1,-5,2.6,-10,5,4,-4,-15,9,3
COCCN1C(=O)C(=O)/C(=C(/O)c2ccc3c(c2)OCCO3)C1c1ccc(C(=O)OC)cc1 (centres undefined),4,5.4,-9,-25,3,-7,-5,-3,-2
CSCCC(NC=C1C(=O)OC(C)(C)OC1=O)C(=O)O (centres undefined),-1,1.4,-6,8,-2,2,-11,-10,2
Cc1cc(C(=O)N/N=C2\CCCC(=O)C2)c(C)n1-c1ccccc1,0,-1.4,-4,14,10,7,-53,-8,-1
O=c1oc2c(CN3CCN(CCO)CC3)c(O)ccc2cc1-c1ccccn1,-4,14*,-2,-10,-5,.,1,8,11
COc1ccc(-c2c(C)oc3c(CN4CCOCC4)c(O)ccc3c2=O)cc1,-4,0.7,-2,-12,-1,.,-1,4,2
